Screening results as filed in PubChem BioAssay.
CCR6 antag: CCR6 (human) receptor antagonism; CHO-K1 CCR6 PathHunter beta-arrestin, luminescence, CCL20-stimulated; P51684; AID 493098; 340,000 tested, 0.49% active; inhibition, % at 20 µM;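 active means compounds whose inhibition of the agonist-driven luminescence signal at 20 µM reaches about 50%, limit read from the data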;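 further: cells stimulated with CCL20 at 14 nM final; plate controls were DMSO with CCL20 for no effect and DMSO without agonist for full effect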
Target sequence (P51684 whole entry, looked up): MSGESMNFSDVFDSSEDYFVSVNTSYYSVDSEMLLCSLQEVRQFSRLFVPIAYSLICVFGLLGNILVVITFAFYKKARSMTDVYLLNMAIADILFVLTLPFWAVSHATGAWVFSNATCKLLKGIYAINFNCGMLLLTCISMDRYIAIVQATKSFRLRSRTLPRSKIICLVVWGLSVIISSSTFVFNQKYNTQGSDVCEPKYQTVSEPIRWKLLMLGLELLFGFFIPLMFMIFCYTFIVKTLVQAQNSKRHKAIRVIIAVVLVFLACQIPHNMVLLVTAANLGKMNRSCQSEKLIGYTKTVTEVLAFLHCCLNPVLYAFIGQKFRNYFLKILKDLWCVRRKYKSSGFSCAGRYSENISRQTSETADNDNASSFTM
EBI2 block: antagonists of human EBI2 receptor | EBI2 beta-arrestin recruitment, luminescence, 7a,25-OHC stimulated | P32249 | inhibition, % at 5 µM | 360,000 tested, 0.81% active; in the data active means inhibition above about 38%;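 further: enzyme fragment complementation signal reports receptor beta-arrestin coupling in cells; 0% = agonist plus DMSO wells and 100% = wells without agonist; some results beyond the cut were filed as inactive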
Gli-Sufu block: antagonists of Gli-Sufu signaling; inhibition, % at 5 µM; AID 588413; 340,000 tested, 0.74% active; Sufu-KO-LIGHT fibroblasts, Gli luciferase reporter luminescence;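 active means inhibition above about 55%, limit read from the data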;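 further: 0% = DMSO-treated cells and 100% = wells with medium but no cells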
CXCR6 block: blocks human CXCR6 beta-arrestin recruitment; O00574; CHO-K1 PathHunter CXCR6 beta-arrestin, luminescence; inhibition, % at 20 µM; 360,000 tested, 0.36% active; in the data active means inhibition above about 34%, passing the limit was not always enough;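 further: antagonist mode with CXCL16 agonist at 10 nM final; 0% = 10 nM CXCL16 with DMSO and 100% = unstimulated wells without agonist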
Target sequence (O00574 whole entry, looked up): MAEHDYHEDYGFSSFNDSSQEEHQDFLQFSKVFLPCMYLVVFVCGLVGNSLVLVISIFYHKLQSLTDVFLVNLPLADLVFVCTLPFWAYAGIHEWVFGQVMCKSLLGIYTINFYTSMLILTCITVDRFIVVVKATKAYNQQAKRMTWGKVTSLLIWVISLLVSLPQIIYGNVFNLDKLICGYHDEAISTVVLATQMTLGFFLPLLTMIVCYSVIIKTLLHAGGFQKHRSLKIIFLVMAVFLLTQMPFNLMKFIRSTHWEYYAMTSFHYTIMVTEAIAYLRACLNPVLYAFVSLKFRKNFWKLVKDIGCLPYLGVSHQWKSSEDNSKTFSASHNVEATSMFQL
A3G deaminase: inhibitors of human APOBEC3G DNA deaminase; Q9HC16; recombinant A3G, ssDNA deamination FAM/TAMRA fluorescence; inhibition, % at 20 µM; 330,000 tested, 0.28% active;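 active means inhibition of at least 40% at 20 µM, with no more than 30% in the related APOBEC3A deaminase screen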;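 further: plate controls were DMSO wells with A3G for no effect and wells lacking A3G enzyme for full effect; some compounds called inactive have numbers as strong as hits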
MPTP block: inhibitors of mitochondrial permeability transition pore | isolated mouse mitochondria, Ca2+ swelling absorbance, 30 min | inhibition, % at 10 µM | 360,000 tested, 1.4% active;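 active means inhibition of 50% or more, scaled per plate between neutral and stimulator controls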;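 further: 0% = DMSO wells given calcium and 100% = 1 mM EGTA wells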
NR3A LBD binder: NR3A (human) ligand-binding domain modulation | NR3A LBD differential scanning fluorimetry, Tm shift; 0% = protein alone, 100% = glycine-bound protein | Tm shift relative to glycine control, % at 25 µM | 340,000 tested, 2.5% active | AID 1259313;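 active means melting temperature shift of at least 10% of the positive control shift, at one fixed dose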
APOBEC3A inh: blocks human APOBEC3A ssDNA deamination; recombinant A3A, FAM/TAMRA ssDNA deamination fluorescence; P31941; inhibition, % at 20 µM; 330,000 tested, 0.41% active; AID 493011;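 active means at least 40% inhibition at 20 µM here, with at most 30% in a related deaminase screen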;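 further: plate controls were A3A with DMSO for no effect and wells lacking A3A enzyme for full effect; some results filed as inactive read as strong as hits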
Target sequence (P31941 whole entry, looked up): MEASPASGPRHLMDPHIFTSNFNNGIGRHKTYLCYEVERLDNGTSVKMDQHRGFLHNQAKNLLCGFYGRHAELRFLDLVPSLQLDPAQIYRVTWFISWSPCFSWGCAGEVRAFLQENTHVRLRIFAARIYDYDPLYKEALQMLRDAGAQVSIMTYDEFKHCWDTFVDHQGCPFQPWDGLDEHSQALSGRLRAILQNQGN
Numbers without * were called inactive; nt = no result given.

SMILES	CCR6 antag	EBI2 block	Gli-Sufu block	CXCR6 block	A3G deaminase	MPTP block	NR3A LBD binder	APOBEC3A inh
N/C(=N/OC(=O)c1ccc(Cl)cc1)c1ncc([N+](=O)[O-])s1	-16	14	-10	-17	1	0.9	-1	3
Cc1csc(=O)n1CC(=O)OCC(=O)NNC(=O)c1ccc([N+](=O)[O-])cc1	11	-4	-9	2	-11	-0.5	0	-3
O=C(NNC(=O)c1ccccc1Cl)c1cccnc1	8	7	-19	-6	-12	-3.2	2	-4
Cc1nnsc1C(=O)NC(C)C12CC3CC(CC(C3)C1)C2 (centres undefined)	-7	14	4	-3	-1	0.6	0	1
Cc1ccc(NCc2nnc3n2CCCCC3)c(C)c1	1	11	-6	5	-4	1.3	-1	0
CN(C)Cc1c(C(=O)N/N=C/c2ccco2)nnn1-c1nonc1N	14	-10	28	4	-3	-1.6	-2	-1
CCOC(=O)C1=C(O)C(=O)N(Cc2ccc(C(C)(C)C)cc2)CC1	-19	-4	4	-2	1	1.3	0	-1
CC(NC(=O)c1ccccc1Cl)C1CC2CCC1C2 (centres undefined)	20	-1	6	3	-10	0.2	1	-2
CCOC(=O)C1=CN(Cc2cccc(F)c2)S(=O)(=O)N(CC)C1c1ccc2ccccc2c1 (centres undefined)	29	0	-3	19	-1	0.0	-9	2
Cc1cc(NC(=O)C(C)Oc2ccc(C(C)(C)C)cc2)no1 (centres undefined)	9	-6	2	-3	-4	-1.8	-1	-2
COC(=O)C1=C(CN2CCc3ccccc32)NC(=O)NC1c1cc(C)ccc1C (centres undefined)	-7	-20	10	9	-9	-1.1	-3	-4
CCc1ccc(N2CC(C(=O)Nc3cc(C)on3)CC2=O)cc1 (centres undefined)	-1	5	-6	-6	-4	-0.4	-1	0
O=C(/C=C/c1ccccc1)N1c2ccccc2Sc2ccc(C(F)(F)F)cc21	15	6	-3	8	0	-1.4	-1	6
O=C1c2ccccc2C(=O)N1OCCOCCOCCON1C(=O)c2ccccc2C1=O	-5	-5	-11	5	-3	0.8	2	2
O=C(CSCc1ccccc1)NNC(=S)Nc1cccc(Cl)c1Cl	35	7	4	14	0	92*	3	-5
COc1ccccc1NS(=O)(=O)c1cccc(C(=O)NCc2ccncc2)c1	-8	-11	2	-12	-1	0.3	-1	-2
COC(=O)C(C)Oc1ccc2c(c1)O/C(=C\c1cccc(Br)c1)C2=O (centres undefined)	7	12	-3	5	-5	0.4	-3	-4
CCN(CCCC(=O)c1ccc(F)cc1)CCc1ccccc1	10	-1	14	4	-5	0.4	2	-5
CCn1nc(C)c(CNC(=O)CCc2nnc(Cc3c[nH]c4ccccc34)o2)c1C	-1	8	10	-8	-4	-0.6	-2	-4
CCOC(=O)CCc1c(C)c2ccc(OC3CCCCC3=O)c(C)c2oc1=O (centres undefined)	20	13	-30	2	-6	0.5	3	3
CC1CCN(C(=O)CSc2nc(N)cc(N)n2)CC1	5	7	-2	7	-2	0.0	-3	1
CCOc1ccc(C(=O)NC(=S)Nc2cc(C)ccn2)cc1[N+](=O)[O-]	19	5	-2	15	-6	1.9	1	-7
NCC(=O)NNC(=O)OCC1c2ccccc2-c2ccccc21	1	-4	4	-4	0	1.6	-1	0
Cc1ccc2nsnc2c1NC(=O)CCl	-5	-6	6	-1	-18	-1.2	-2	-6
Cc1ccc2nc3c(cc2c1)c(NC(=O)c1ccccn1)nn3CC(C)C	-3	29	3	6	-1	-0.3	-6	11
Cc1nn(-c2ccccc2)c2c1C(c1c(C)[nH]c(C#N)c1C)C(C#N)=C(N)O2 (centres undefined)	15	0	6	5	-4	-3.9	-2	-1
CC(C)C[C@H](NC(=O)[C@@H]1Cc2ccccc2CN1C(=O)OC(C)(C)C)C(=O)NCC1CCC(C(=O)O)CC1 (some centres undefined)	3	-6	-1	4	-3	2.4	0	1
CCOc1ccccc1N(CC(=O)NC1CCCCC1)S(=O)(=O)c1ccc(C)cc1	33	5	18	5	1	-0.3	-2	3
NC(Cc1c[nH]c2ccccc12)C(=O)NCc1ccccc1 (centres undefined)	-14	3	7	0	-6	-0.3	-1	-6
CCn1nc(C(=O)Nc2ccc(Cl)c(S(=O)(=O)N3CCOCC3)c2)c2ccccc2c1=O	8	-7	6	-2	-8	-0.3	0	-1
O=C(Nc1ccccc1)c1nccn1Cc1ccc(F)cc1	13	11	-33	3	-6	-3.5	0	-3
Cc1oc(=O)c(NC(=O)c2ccc(Cl)cc2)cc1C(=O)c1ccccc1	11	-5	-8	10	2	7.2	3	1
CC(=O)NCC1CCCN(Cc2cn(-c3ccccc3F)nc2-c2cc(C)sc2C)C1 (centres undefined)	7	0	6	-5	-2	4.3	-1	-1
CCNC(=O)CCSc1nnc(-c2ccco2)o1	7	-1	-16	2	1	1.5	-12	2
CCN(CC)c1ccc(C(=O)Nn2cnc3ccccc3c2=O)cc1	2	-2	-20	-2	-5	0.0	-5	-1
COc1cccc(N2CCN(c3ccc4nnc(CCC(=O)Nc5ccc(F)cc5F)n4n3)CC2)c1	-1	0	-6	-10	-1	-1.1	-2	-3
O=C(C1COc2ccccc2O1)N1CCN(c2nc3c(F)cc(F)cc3s2)CC1 (centres undefined)	11	-3	-2	-14	-5	2.2	4	-1
CCN1Cc2cc(OC)ccc2-c2ccccc2S1(=O)=O	30	-6	-35	3	6	-1.2	-3	2
O=c1[nH]c(N2CCN(Cc3ccc4c(c3)OCO4)CC2)nc2c1CCCC2	14	-4	-2	-12	-2	1.1	0	-1
Cc1ccc(-c2c(C(=O)N/N=C/c3sccc3C)nnn2-c2nonc2N)cc1	5	16	-2	10	-7	-1.9	-1	-2
Cc1ccc(S(=O)(=O)n2cnc3ccccc32)c(C)c1	-4	-4	-17	-10	-4	0.4	0	0
CC(=O)Nc1ccc(NC(=O)CNS(=O)(=O)c2ccc(C)cc2)cc1	-4	-7	0	-4	7	2.8	2	3
O=C(Cn1c(=O)oc2ccccc21)N1CCN(c2ccccc2)CC1	19	0	0	3	-4	-1.1	0	-4
CCOC(=O)c1c(NC(=O)CCS(=O)(=O)c2ccccc2)sc2c1CC(C)(C)NC2(C)C	4	-10	11	0	-4	0.9	0	-2
CSc1ccc(S(=O)(=O)NCC(=O)OCC(=O)NCc2cccs2)cc1[N+](=O)[O-]	-2	-5	1	-16	-8	-0.4	-6	0
COC(=O)c1ccc(COC(=O)c2ccc(-n3cnnn3)cc2)o1	1	-1	-1	-2	-9	-0.4	0	-3
COCCOC(=O)C1=C(N)OC2=C(C(=O)CCC2)C1c1cccnc1 (centres undefined)	2	-17	8	-4	-8	-0.6	3	-4
COc1ccc(NC(=O)c2nc[nH]c2C(=O)N[C@@H](C)c2ccccc2)cc1	14	-30	-18	15	-5	0.7	-37	1
CCCCN1CC(COCc2ccccc2)Oc2cccc(Oc3ccc(C)cc3)c2S1(=O)=O (centres undefined)	10	7	-16	-3	nt	-0.9	-1	nt
CCn1c(SCC(=O)Nc2ccc(Cl)cc2)nc2nc3c(cc2c1=O)CCCC3	22	31	27	10	-2	2.4	4	-1
Cc1snc(SCc2c(F)cccc2Cl)c1C#N	11	6	3	5	9	-0.9	1	44*
NC(N)=Nc1nc(-c2ccccc2)c2cc(Cl)ccc2n1	17	-5	52	-8	2	8.3	0	1
CC(C)c1ccc(S(=O)(=O)N2CCN(C(=O)CN3C(=O)NC(C)(c4ccccc4)C3=O)CC2)cc1 (centres undefined)	10	2	2	-3	-10	-2.2	2	-1
CN(C)c1nc2n(c(=O)n1)C(C#N)CS2 (centres undefined)	11	-8	1	-1	-7	-0.4	5	-3
O=C(CSc1nnc(-c2ccncc2)n1CC1CCCO1)NCc1ccccc1 (centres undefined)	11	4	5	-3	-6	-1.1	1	-1
COc1ccccc1-c1noc(-c2cc(OC)c(OC)c(OC)c2)n1	-13	-5	11	-15	-6	-0.4	1	-3
COc1ccc(OC)c(-c2nnc(SCC(=O)N3CCCc4ccccc43)o2)c1	-1	5	4	6	-10	-1.4	-5	-1
CC(C)Cc1nc2sc3c(SCC(N)=O)ncnc3c2c2c1CCC2	-9	4	7	-8	-4	3.1	-1	-2
CC1CCC(C(=O)NC(C(=O)NCCN2CCC(C)CC2)C(C)C)CC1 (centres undefined)	-2	1	21	-8	nt	0.0	0	nt
CCCNC(=O)C1CCN(c2nc(C)cc(C)n2)CC1	-3	-7	4	-11	-2	-1.7	-2	4

Another view of some results above.
Cc1snc(SCc2c(F)cccc2Cl)c1C#N
  CCR6 antag: 11 | EBI2 block: 6 | Gli-Sufu block: 3 | CXCR6 block: 5 | A3G deaminase: 9 | MPTP block: -0.9 | NR3A LBD binder: 1 | APOBEC3A inh: 44*
CN(C)c1nc2n(c(=O)n1)C(C#N)CS2 (centres undefined)
  CCR6 antag: 11 | EBI2 block: -8 | Gli-Sufu block: 1 | CXCR6 block: -1 | A3G deaminase: -7 | MPTP block: -0.4 | NR3A LBD binder: 5 | APOBEC3A inh: -3
O=C(CSc1nnc(-c2ccncc2)n1CC1CCCO1)NCc1ccccc1 (centres undefined)
  CCR6 antag: 11 | EBI2 block: 4 | Gli-Sufu block: 5 | CXCR6 block: -3 | A3G deaminase: -6 | MPTP block: -1.1 | NR3A LBD binder: 1 | APOBEC3A inh: -1
CCn1c(SCC(=O)Nc2ccc(Cl)cc2)nc2nc3c(cc2c1=O)CCCC3
  CCR6 antag: 22 | EBI2 block: 31 | Gli-Sufu block: 27 | CXCR6 block: 10 | A3G deaminase: -2 | MPTP block: 2.4 | NR3A LBD binder: 4 | APOBEC3A inh: -1

Further records
SMILES	CCR6 antag	EBI2 block	Gli-Sufu block	CXCR6 block	A3G deaminase	MPTP block	NR3A LBD binder	APOBEC3A inh
Cc1ccc(C)c(NC(=O)COC(=O)c2cc(=O)c3ccccc3o2)c1	9	-1	-5	7	-2	-0.3	0	0
COc1ccc(/C=N/n2c(=S)n(C)c3ccccc32)cc1OC	1	-3	3	0	-6	-1.2	1	-1
COCc1cc(CN2CCN(Cc3ccsc3)C(CCO)C2)ccc1OC (centres undefined)	5	-6	12	4	-5	3.6	-3	-1
Cn1c(SCc2cccc(F)c2)nnc1-c1ccncc1	-6	-6	-14	0	-6	-1.1	-1	-1
Cc1ccc(OCC(=O)OCC(=O)c2cccc([N+](=O)[O-])c2)cc1C	51*	24	14	39	17	-0.8	4	4
CC(C)Cn1c(SCc2nnc(-c3cccs3)o2)nc(O)cc1=O	1	-9	9	-11	-6	0.9	-1	-3
COc1ccc(C2(C)NC(=O)N(CC(=O)Nc3ccc(-c4nc5ccc(C)cc5s4)cc3)C2=O)cc1 (centres undefined)	-5	-5	-90	-5	-4	-1.5	-1	3
COc1ccc(C2=CC(=O)C[C@H](c3ccc4c(c3)OCO4)C2)cc1	15	41	-3	5	-6	-1.7	-3	-1
O=C(CC(C(=O)O)c1cccc(Cl)c1)c1ccccc1 (centres undefined)	1	-4	31	9	-8	1.4	2	1
O=C1CC(=O)N(c2ccccc2)N1c1ccccc1	-20	-1	-2	-2	1	0.8	-5	-1
Cc1cc(C)nc(SCc2nnc(SCC(N)=O)o2)n1	2	5	5	4	-8	-1.9	3	-2
O=C(Oc1cc(=O)oc2c1c(=O)n1c3c(cccc23)CC1)c1ccc(F)cc1	2	2	14	0	1	1.2	2	12
CCOc1ccccc1C1NC(=O)CCC1[N+](=O)[O-] (centres undefined)	5	-2	-12	-8	1	0.3	-1	4
COc1ccccc1-c1nnc(-c2ccc(N3CCOCC3)cc2)o1	8	-6	-61	-5	1	0.9	0	4
O=C(c1cc(-c2cccs2)nc2ccccc12)N1CCN(CCO)CC1	2	-6	-7	7	-14	-1.6	3	-5
O=C(NCCN1CCCC1)c1cccc(Cl)c1	2	-9	-6	-4	-5	1.5	0	0
CCOC(=O)Cc1nn(C)c(=O)c2ccccc12	3	-15	5	-3	-5	0.7	6	3
OCCC1CN(Cc2cccc3nccnc23)CCN1C1CCCC1 (centres undefined)	0	2	-15	-2	-7	-1.4	-2	-2
O=S(=O)(c1ccc(NC(=S)NCCC(c2ccccc2)c2ccccc2)cc1)N1CCOCC1	8	4	31	-3	2	97*	16*	4
COc1ccc(N(C)S(=O)(=O)c2ccc3c(c2)NC(=O)CO3)c(OC)c1	5	1	40	-2	2	0.3	-2	3

Random draw from the library; any-hit rate near 5.8%.
